Bioassay records as filed in PubChem BioAssay.
F-actin modifier: modifiers of F-actin cytoskeleton organization, primary screen, imaging, HUVEC, phalloidin staining, high-content imaging | HUVEC TNFa F-actin phalloidin imaging | AID 836, 2007 | 91,000 tested, 0.18% active | inhibition, % at 2 µM;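 active = inhibition above the batch mean plus 3 SD and confirmed as a hit by visual image inspection, cut at about 30% in these data, passing the limit was not always enough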; also: strong numbers were not always called active
EphB4 antag: EphB4-ephrin-B2 interaction antagonists, primary screen, biochemical, TNYL-RAW peptide probe, fluorescence polarization. Ephrin type-B receptor 4 (Homo sapiens), P54760. EphB4 LBD / TNYL-RAW-Alexa532 peptide. inhibition, % at 7 µM. 97,000 tested, 0.15% active;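 active = inhibition above the screen-wide mean inhibition plus 3 SD, cut at about 15% in these data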;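 also: 0% = DMSO wells and 100% = excess unlabeled TNYL-RAW peptide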
Target sequence (P54760 whole entry, looked up, the tested form may be a part): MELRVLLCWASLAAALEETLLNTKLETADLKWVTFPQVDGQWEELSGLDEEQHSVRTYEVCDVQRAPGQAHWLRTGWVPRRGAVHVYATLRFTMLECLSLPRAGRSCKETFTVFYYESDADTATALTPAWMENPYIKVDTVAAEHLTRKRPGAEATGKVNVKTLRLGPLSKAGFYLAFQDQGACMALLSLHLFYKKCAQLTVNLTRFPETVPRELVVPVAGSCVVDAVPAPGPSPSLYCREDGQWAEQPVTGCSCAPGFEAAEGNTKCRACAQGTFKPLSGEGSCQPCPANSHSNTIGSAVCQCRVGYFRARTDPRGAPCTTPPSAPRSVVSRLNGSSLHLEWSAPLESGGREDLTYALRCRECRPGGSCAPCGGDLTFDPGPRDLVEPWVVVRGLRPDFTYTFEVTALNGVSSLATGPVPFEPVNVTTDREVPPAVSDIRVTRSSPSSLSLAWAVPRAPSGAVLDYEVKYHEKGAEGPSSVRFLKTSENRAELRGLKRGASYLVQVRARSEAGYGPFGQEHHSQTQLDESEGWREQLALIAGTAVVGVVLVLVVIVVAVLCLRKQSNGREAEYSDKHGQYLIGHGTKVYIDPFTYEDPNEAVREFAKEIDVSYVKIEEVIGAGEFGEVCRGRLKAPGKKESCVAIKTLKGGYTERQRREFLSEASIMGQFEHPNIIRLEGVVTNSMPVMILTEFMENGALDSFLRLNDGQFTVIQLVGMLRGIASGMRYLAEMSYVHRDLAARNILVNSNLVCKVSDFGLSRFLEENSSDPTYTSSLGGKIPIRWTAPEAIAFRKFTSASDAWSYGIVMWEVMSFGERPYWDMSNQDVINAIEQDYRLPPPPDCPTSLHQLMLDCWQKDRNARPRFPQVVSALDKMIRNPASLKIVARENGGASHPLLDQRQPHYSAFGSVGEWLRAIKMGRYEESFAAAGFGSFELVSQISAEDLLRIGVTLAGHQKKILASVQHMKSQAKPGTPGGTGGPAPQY
Plk1 PBD FP: Plk1 polo box domain binding inhibitors, primary screen, biochemical, fluorescence polarization; Plk1 PBD phosphopeptide binding; inhibition, %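 (tested at about 20 µM)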; 97,000 tested, 0.13% active; AID 693, 2007; in the data active = inhibition above about 34%, passing the limit was not always enough
LYP inh 2: PTPN22 phosphatase inhibitors, primary screen, biochemical, DiFMUP fluorescence, 2 µM. Tyrosine-protein phosphatase non-receptor type 22 (Homo sapiens), Q9Y2R2. inhibition, % at 2 µM. recombinant LYP catalytic domain. AID 640, 2007. 96,000 tested, 0.21% active;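 active = inhibition at 2 µM at or above a set limit, the screen mean plus 3 SD, cut at about 24% in these data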;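 also: 0% = DMSO with enzyme and 100% = enzyme fully blocked by orthovanadate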
PLK1 inh: human PLK1 kinase inhibitors, primary screen, biochemical, TR-FRET. Serine/threonine-protein kinase PLK1 (Homo sapiens), P53350. recombinant PLK1 kinase, TR-FRET peptide phosphorylation. inhibition, % at 10 µM. 97,000 tested, 0.53% active;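 active = inhibition of 50% or more in the single-concentration screen; inactive = inhibition below 50%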;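 also: 0% = DMSO max control and 100% = H-89 dihydrochloride min control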
HIV Rev-RRE inh: HIV-1 Rev-RRE binding inhibitors, primary screen, biochemical, FRET, protein-RNA interaction | 97,000 tested, 0.79% active | AID 704, 2007 | Rev peptide-RRE RNA binding | P05866 | inhibition, % at 8 µM;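 active = inhibition above the screen-wide mean plus 3 SD, cut at about 35% in these data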;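 also: 0% = median DMSO wells and 100% = median Neomycin B control wells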
Target sequence (P05866 whole entry, looked up): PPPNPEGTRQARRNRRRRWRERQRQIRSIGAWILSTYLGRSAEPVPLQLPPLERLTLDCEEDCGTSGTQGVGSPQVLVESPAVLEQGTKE
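Test system – labelled RRE RNA duplex and labelled Rev peptide · Signal – fluorescein-to-Cy5 FRET, 480 nm excitation · Evaluation – % inhibition of FRET ratio versus controls · Benchmarks – DMSO low control, neomycin B high control · Incubation – 5 min RNA-compound premix plus 15 min binding step, 25 °C · Medium – HEPES pH 7.5 salt buffer with EDTA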
PTK2B oligo ant: antagonists of Pyk2 self-association, primary screen, Q293 cells, FERM NanoBiT luminescence, HTS | Protein-tyrosine kinase 2-beta (Homo sapiens), Q14289 | active compounds read low | z-score (the deposit names both 25 µM and 10 µM) | 99,000 tested, 0.83% active;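 active = Z-score of -3 or lower, scaled per plate to the spread of control and sample wells; inactive = z-score above -3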;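 also: negative z-score means lost luminescence so less FERM oligomerization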
FAK blocker: FAK kinase inhibitors, primary screen, biochemical. Focal adhesion kinase 1 (Homo sapiens), Q05397. biochemical FAK kinase activity assay. inhibition, %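 (tested at 7 µM)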. 97,000 tested, 0.84% active; in the data active = inhibition above about 19%;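 also: 0% = DMSO and 100% = reference compound high control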
LYP act: LYP phosphatase activators, primary screen, biochemical, DiFMUP fluorescence, 2 µM | Tyrosine-protein phosphatase non-receptor type 22 (Homo sapiens), Q9Y2R2 | recombinant LYP; 0 = plate median, 100 = signal doubled | activation, % at 2 µM | 96,000 tested, 0.11% active | AID 697, 2007;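 active = activation at 2 µM above a set limit, the mean plus 5 SD, cut at about 37% in these data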
* marks the source's active call; other numbers are inactive results; . = no result given.

Preview (three entries):
SMILES	F-actin modifier	EphB4 antag	Plk1 PBD FP	LYP inh 2	PLK1 inh	HIV Rev-RRE inh	PTK2B oligo ant	FAK blocker	LYP act
CO/N=C\C(=N\Nc1ccc(OC)cc1)C(=O)c1ccccc1	-1.7	-1.6	-23.2	-3.3	-8.8	11.0	-0.97	0.6	4.5
CCC(=O)Nc1ccc(NC(=O)CSc2nnnn2C(C)C)cc1	-1.6	-2.0	28.7	-5.9	-1.7	4.2	-0.03	-1.1	9.2
O=C(NCC1COc2ccccc2O1)c1ccc(NC(=O)c2ccco2)cc1 (stereo not given)	18.8	-5.6	1.9	-10.0	-13.3	5.7	-1.29	1.2	3.9

Results, from the start:
SMILES	F-actin modifier	EphB4 antag	Plk1 PBD FP	LYP inh 2	PLK1 inh	HIV Rev-RRE inh	PTK2B oligo ant	FAK blocker	LYP act
CO/N=C\C(=N\Nc1ccc(OC)cc1)C(=O)c1ccccc1	-1.7	-1.6	-23.2	-3.3	-8.8	11.0	-0.97	0.6	4.5
CCC(=O)Nc1ccc(NC(=O)CSc2nnnn2C(C)C)cc1	-1.6	-2.0	28.7	-5.9	-1.7	4.2	-0.03	-1.1	9.2
O=C(NCC1COc2ccccc2O1)c1ccc(NC(=O)c2ccco2)cc1 (stereo not given)	18.8	-5.6	1.9	-10.0	-13.3	5.7	-1.29	1.2	3.9
O=C(CN1C(=O)CSC1=O)N1CCCCC1	-0.9	4.6	4.0	-4.2	-9.7	3.2	0.07	-0.7	4.8
Cc1ccccc1NC1=C(C(=O)c2ccccc2)N(C)S(=O)(=O)c2ccccc21	3.8	-6.3	-31.4	-6.1	-5.9	11.7	-2.65	-4.4	8.3
CCN(CC)c1ccc(NC(=O)CSc2nnc(N)s2)cc1C	2.1	-2.0	-7.0	-1.0	-12.3	0.7	.	-1.6	-1.9
COc1cc(NC(=O)c2cc3ccccc3o2)c(OC)cc1Cl	-0.2	-2.4	22.4	2.0	-11.4	3.0	1.39	-2.8	-1.5
CCOc1ccc(-n2cc(C(=O)N3CCN(C)CC3)c3cc(OC)c(OC)cc3c2=O)cc1	6.6	-2.3	-5.3	-8.7	-10.5	5.1	-0.13	-1.1	5.7
CCCc1nn2c(=O)c(C(c3ccc(C)cc3)c3c(O)nc4sc(CCC)nn4c3=O)c(O)nc2s1	-11.9	-2.5	-3.9	-6.3	-4.6	-0.2	-1.63	-2.1	10.6
Cc1ccc(N2CC(C(=O)OCc3ccccc3F)CC2=O)cc1 (stereo not given)	10.3	-4.6	-18.1	-6.8	-15.3	8.5	0.87	0.2	2.9
CC(=O)NC(C)C(c1cccs1)N1CCN(c2ccccc2)CC1 (stereo not given)	-12.7	7.9	0.7	-10.2	-10.8	6.7	-0.36	3.9	6.5
COCCNC(=O)c1c[nH]c2ccc(OC)cc2c1=O	31.6	5.7	-9.9	-3.0	-6.5	10.0	0.25	2.6	0.1
Cc1csc(NC(=O)c2ccccc2C(=O)O)n1	-14.5	-6.9	16.1	7.5	-10.3	4.7	-0.27	5.0	-10.4
Cc1ccc(C)c(CN2C(=O)C3CCCN3c3ccc(S(=O)(=O)N4CCOCC4)cc32)c1 (stereo not given)	-22.1	0.5	-10.7	16.5	-14.6	7.9	.	-2.0	-14.1
CCCc1cc(=O)oc2cc3occ(C)c3cc12	-38.2	-9.4	-1.5	-3.6	-3.4	9.9	-0.22	8.1	1.5
c1cnc(N2CCSCC2)nc1	-15.3	2.2	-24.7	-7.4	6.1	8.2	0.29	3.3	8.0
Cc1ccc(NC2=CC(=O)CCC2)cc1C	-26.9	-1.1	9.5	8.6	-6.3	3.8	0.99	-1.4	-8.8
CCOC(=O)CSc1nc2cc(C(=O)N3CCCC3)ccc2c(=O)n1Cc1ccccc1	7.9	4.3	1.2	-3.8	-8.6	9.2	-1.2	0.1	4.7
O=C(c1cccc(C(=O)N2CCN(c3ccccc3F)CC2)n1)N1CCN(c2ccccc2F)CC1	3.6	1.0	36.6	1.3	-8.8	4.0	1.57	0.7	-5.3
Cc1cc(NC(=O)c2cc(S(=O)(=O)N3CCCCC3)ccc2C)n(-c2ccccn2)n1	-5.0	-2.6	-20.3	9.7	0.1	4.6	-1.91	0.7	-6.6
c1nc(NCC2(N3CCOCC3)CCCCC2)c2ccsc2n1	-2.1	0.8	8.0	8.5	-9.7	1.4	-0.46	-2.3	-4.9
CCC1(CC)C(=O)C(C)(C)C(=O)OC1c1cccs1 (stereo not given)	-0.1	-3.3	-20.4	-1.6	-7.2	7.0	-0.15	2.3	3.3
O=C(c1ccc([N+](=O)[O-])cc1)N(Cc1ccc(Br)cc1)N1C(=O)CCCC1=O	.	6.5	-41.6	5.0	18.7	11.3	0.26	-2.2	-3.4
O=C(C1CC(c2cccc(Br)c2)=NO1)N1CCc2ccccc2C1 (stereo not given)	-0.1	4.8	-11.4	-9.7	-2.9	5.8	-0.48	-4.0	11.2
CCC(CC)C(=O)Nc1c2cnn(-c3ccccc3)c2nc(=O)n1-c1ccccc1	12.7	0.3	-10.9	-4.7	-8.3	6.6	0.9	6.9	4.0
Remaining list, next part
SMILES	F-actin modifier	EphB4 antag	Plk1 PBD FP	LYP inh 2	PLK1 inh	HIV Rev-RRE inh	PTK2B oligo ant	FAK blocker	LYP act
COc1ccc(CC(CC(=O)O)C(=O)Nc2ccc(OC)cc2)cc1 (stereo not given)	32.1	4.9	5.4	3.4	-7.0	5.8	0.67	1.0	-5.3
COc1ccc(NC(=S)Nc2cccc([N+](=O)[O-])c2)cc1	-20.8	1.9	-21.6	-2.2	-6.1	5.7	-0.18	4.5	5.0
Cc1cc2ccccc2c(=O)n1CC(=O)NCC1COc2ccccc2O1 (stereo not given)	20.3	-3.1	-23.5	9.4	-5.2	3.7	-0.12	-0.7	-9.0
COCCNC(=O)c1cc(-c2cccs2)on1	23.5	-0.1	13.5	6.3	-8.6	3.7	.	-4.3	-8.5
CCC(C)[C@H](NC(=O)OC(C)(C)C)C(=O)N/N=C/c1cccc2nccnc12 (stereo not given in full)	-20.4	4.2	8.2	3.1	-0.9	4.5	0.21	0.1	-2.5
Cc1cccc(Nc2nc(N)nc(CN3CCN(C)CC3)n2)c1	12.2	1.9	1.6	-0.3	-11.7	2.5	2	-2.4	-0.7
Cc1c(NC(=S)NC(=O)Cc2ccccc2)cccc1C(=O)O	4.1	-0.9	14.4	-4.5	-6.9	1.8	0.48	-6.3	9.7
CCSc1nnc(NC(=O)c2ccc3c(c2)OCO3)s1	-6.4	4.5	27.8	-0.1	-13.0	-0.3	0.54	-0.2	-3.2
COc1ccc(C(=O)Nc2nc3ccccc3[nH]2)cc1S(=O)(=O)N1CCCC1	0.0	7.7	7.7	9.4	-3.8	4.5	-0.39	0.9	-8.3
COc1cccc(/C(O)=C2/C(=O)C(=O)N(CCCN3CCOCC3)C2c2ccncc2)c1 (stereo not given)	12.8	4.6	-13.5	13.0	-6.6	7.0	0.13	0.8	-9.3
COC(=O)c1ccc(-n2nc(C(F)(F)F)c3c2-c2ccoc2CC3)cc1	-14.2	-3.3	18.2	0.3	-7.5	8.9	0.1	-1.7	1.7
COc1ncnc2c1NC(=O)CS2	-4.2	1.6	-0.5	-4.4	-10.3	7.0	1.22	-4.1	6.8
Cc1occc1C(=O)N/N=C/c1cccnc1	-38.7	6.2	11.3	-0.6	-8.9	6.7	0.33	9.5	-1.9
CCOC(=O)CSc1cc(CS(=O)c2ccc(Cl)cc2)nc(-c2ccccc2)n1 (stereo not given)	3.6	-4.6	-0.1	4.8	-3.5	8.8	-0.12	-0.8	-2.5
Cc1cc(NC(=O)C2CCCCC2)n(-c2nc3ccccc3[nH]2)n1	-4.5	5.0	-10.6	1.9	-10.5	14.6	-0.54	2.5	-1.0
O=C(c1ccc(=O)n(Cc2ccccc2)n1)N1CCN(C/C=C/c2ccccc2)CC1	35.7	-0.4	-18.6	1.3	-7.1	11.5	2.88	-3.1	-2.7
C=CCNC(=O)c1onc(CSc2cccc(OCC)c2)c1C(=O)O	12.2	1.0	2.9	5.3	-10.7	4.0	.	-6.0	-2.2
O=C(c1ccccc1F)N1CCN(CC2CC3C=CC2C3)CC1 (stereo not given)	.	-3.7	-19.0	-4.9	-16.6	-0.8	0.21	-12.5	4.5
Cc1cc(C)nc(N2CCCC(C(=O)Nc3nnc(C)s3)C2)n1 (stereo not given)	1.8	-10.8	-0.8	-11.7	-7.3	3.1	-0.1	-0.2	8.8
COc1ccc(C2C3=C(CC(C)(C)CC3=O)Oc3ncn(CCCn4ccnc4)c(=N)c32)cc1 (stereo not given)	11.2	-2.8	-6.4	7.3	-7.8	10.2	-0.58	-3.3	-8.2
CCOC(=O)c1c(C)[nH]c(C)c1C(=O)CSc1nnc(-c2ccco2)n1Cc1ccccc1	.	-4.3	-6.1	-14.8	-13.3	1.7	-1.1	-3.3	11.2
CC(=O)c1sc(NC(=O)C2COc3ccccc3O2)nc1C (stereo not given)	9.7	3.0	-2.1	8.9	-14.7	0.6	.	-2.3	-10.4
Cc1cccc(NC(=O)N(Cc2cc3cc(C)cc(C)c3[nH]c2=O)CC2COCCO2)c1 (stereo not given)	.	4.1	6.6	2.6	-3.8	4.3	-0.67	-0.1	-1.2
Cc1ccc(NC(=O)c2cn(-c3cccc(C)n3)cn2)cc1	2.6	-0.2	-34.3	-8.8	-5.5	4.1	0.67	-1.9	11.4
O=C(Nc1ccc(NC(=O)C2CC2)nc1)c1cccc(F)c1	5.8	4.6	6.9	-0.6	-3.6	0.4	-0.67	2.1	-0.5

Some entries already given, limited to EphB4 antag.
SMILES	EphB4 antag
O=C(c1ccccc1F)N1CCN(CC2CC3C=CC2C3)CC1 (stereo not given)	-3.7
CCOC(=O)CSc1cc(CS(=O)c2ccc(Cl)cc2)nc(-c2ccccc2)n1 (stereo not given)	-4.6

(list continues)
SMILES	F-actin modifier	EphB4 antag	Plk1 PBD FP	LYP inh 2	PLK1 inh	HIV Rev-RRE inh	PTK2B oligo ant	FAK blocker	LYP act
COc1ccccc1-c1nnc(Sc2nc([N+](=O)[O-])nn2C)o1	1.9	4.4	3.5	-6.3	-1.7	13.8	-0.84	7.6	5.5
CCOc1ccc2[nH]c(=O)c(CN(Cc3cccs3)Cc3nnnn3C(C)(C)C)cc2c1	-57.3	-2.4	4.8	8.2	4.0	-0.7	0.02	-3.6	-8.9
Cc1nc2sc(-c3ccccc3)cc2c(=O)n1-n1cccc1	-6.3	-11.0	6.9	5.8	-7.3	-0.9	-0.17	0.5	-9.6
O=C1CC(=C(c2ccccc2)c2ccccc2)C(=O)N1CCCCN1CCN(c2ccccc2)CC1	-1.0	2.7	-8.3	18.9	0.9	6.7	0.91	4.4	-19.1
COc1ccc(OC)c(NC(=O)CSc2nnc(N)s2)c1	-11.6	-1.5	-19.9	-10.6	-11.5	6.9	0.41	1.3	10.0
CCOc1ccc(NC(=S)Nc2cc(-c3ccccc3)[nH]n2)cc1	-13.9	8.9	0.1	12.6	-1.9	-2.1	-1.74	17.2	-9.0
O=C(c1cc2ccccc2c(=O)o1)N1CCCc2ccccc21	-13.5	-12.8	4.2	-3.6	-1.0	2.9	0.15	5.8	1.8
